Compound activity (PubChem BioAssay)
KDM5B inh: Primary screen for KDM5B Histone Demethylases FDH-coupled qHTS; Lysine-specific demethylase 5B (Homo sapiens), Q9UGL1; KDM5B demethylase, FDH-coupled NADH fluorescence (FDH is formaldehyde dehydrogenase); 2.6% of 220,000 active; Potency, µM (top dose mostly 57.7 µM), for inactives: top-dose activity change, negative = inhibition, actives largely listed as inhibitors; active = well fitted inhibition curve with a large enough effect; inconclusive = small, poorly fitted or top-dose-only effect; inactive = no such curve, though single readings can be large or run the other way; also: 0% is about no effect; nearly all actives have a fitted effect of over 70% in size
Target sequence (Q9UGL1 whole entry, looked up): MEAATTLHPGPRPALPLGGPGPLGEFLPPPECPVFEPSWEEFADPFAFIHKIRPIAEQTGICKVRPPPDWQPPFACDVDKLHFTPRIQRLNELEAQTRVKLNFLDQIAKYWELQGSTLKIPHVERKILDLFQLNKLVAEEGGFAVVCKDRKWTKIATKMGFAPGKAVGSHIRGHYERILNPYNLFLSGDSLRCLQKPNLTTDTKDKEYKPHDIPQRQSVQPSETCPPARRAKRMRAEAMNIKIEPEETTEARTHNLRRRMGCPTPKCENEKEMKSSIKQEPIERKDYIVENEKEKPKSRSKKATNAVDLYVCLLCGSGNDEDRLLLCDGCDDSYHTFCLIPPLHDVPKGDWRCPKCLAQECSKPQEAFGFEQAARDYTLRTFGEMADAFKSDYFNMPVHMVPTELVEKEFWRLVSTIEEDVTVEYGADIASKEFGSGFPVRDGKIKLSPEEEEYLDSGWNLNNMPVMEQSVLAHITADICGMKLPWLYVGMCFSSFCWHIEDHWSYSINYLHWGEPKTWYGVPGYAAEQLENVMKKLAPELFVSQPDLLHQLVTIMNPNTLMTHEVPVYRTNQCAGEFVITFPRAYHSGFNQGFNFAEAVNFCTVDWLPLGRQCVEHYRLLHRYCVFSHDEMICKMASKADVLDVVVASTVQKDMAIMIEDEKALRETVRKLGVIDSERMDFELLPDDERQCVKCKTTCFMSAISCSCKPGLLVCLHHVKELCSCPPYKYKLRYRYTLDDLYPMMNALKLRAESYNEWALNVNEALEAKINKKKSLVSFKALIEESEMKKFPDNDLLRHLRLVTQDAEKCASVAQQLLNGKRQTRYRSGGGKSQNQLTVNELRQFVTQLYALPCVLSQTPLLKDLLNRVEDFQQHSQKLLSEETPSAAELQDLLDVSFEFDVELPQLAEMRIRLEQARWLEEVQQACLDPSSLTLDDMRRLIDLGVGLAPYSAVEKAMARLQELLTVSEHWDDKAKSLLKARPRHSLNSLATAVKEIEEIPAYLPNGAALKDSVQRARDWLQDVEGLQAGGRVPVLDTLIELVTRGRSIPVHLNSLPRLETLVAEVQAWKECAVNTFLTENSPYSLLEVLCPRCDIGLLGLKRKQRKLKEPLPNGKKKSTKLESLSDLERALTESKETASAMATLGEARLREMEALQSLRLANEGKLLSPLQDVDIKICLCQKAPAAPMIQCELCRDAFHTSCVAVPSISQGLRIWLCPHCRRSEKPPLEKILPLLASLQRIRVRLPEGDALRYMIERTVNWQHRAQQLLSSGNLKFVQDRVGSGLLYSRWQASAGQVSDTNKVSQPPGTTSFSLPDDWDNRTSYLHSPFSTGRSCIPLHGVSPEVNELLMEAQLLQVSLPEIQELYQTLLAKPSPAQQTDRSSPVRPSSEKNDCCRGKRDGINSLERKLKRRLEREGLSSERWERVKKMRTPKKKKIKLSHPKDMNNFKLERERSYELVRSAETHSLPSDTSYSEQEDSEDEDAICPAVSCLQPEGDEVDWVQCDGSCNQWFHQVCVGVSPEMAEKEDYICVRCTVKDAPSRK
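Compound dilutions met 200 nM (final) KDM5BΔAP for 10 min at room temperature before substrate addition. The substrate mix held 12.5 µM H3K4me3 with cofactors 25 µM α-ketoglutarate and 50 µM Fe²⁺. NADH signal gain over 30 min defined activity.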
* = called active by the depositor; ? = inconclusive; [ ] = dose if it differs, or a comment. Potency is read from the fitted curve at half-maximal effect.

Start of the data: the first 22 entries, to show the layout:
| compound | KDM5B inh |
| --- | --- |
| CN(C1CCCCC1)S(=O)(=O)c1ccc2c(c1)c(=O)c(C(=O)N1CCN(c3ccccc3)CC1)cn2C | -7%[11.5 µM] |
| Cc1c(C(=O)O)c2cc(O)ccc2n1-c1ccccc1 | -6% |
| COc1ccccc1NC(=O)N1CCCC2(CCC(=O)N(CC3CC3)C2)C1 (stereo not drawn) | -23% |
| COc1cccc(C2=CC(c3ccc(OC)c(OC)c3OC)n3ncnc3N2)c1 (stereo not drawn) | ? |
| Cc1ccccc1CSc1cn(CC(=O)N2CCCCC2)c2ccccc12 | -27% |
| CC(C)CCC(=O)N1CCC2(CC1)CC(O)CCO2 (stereo not drawn) | -7% |
| COc1cc2oc(=O)c(CC(=O)NCCc3ccccc3OC)c(C)c2cc1Cl | 2% |
| CNC(=O)c1cc(-c2ccc(CO)cc2)cc2c1OCCN2Cc1cccnc1 | 28µM* |
| Cc1cccc2cc(CN(Cc3cccnc3)C(=O)C(C)C)c(=O)[nH]c12 | ? |
| COCc1cn(C[C@H]2C[C@@H](NS(C)(=O)=O)[C@H](O)[C@@H]2O)nn1 | 18%[86.2 µM] |
| CNC(=O)c1ccc(-c2nc(CN3CCN(C(=O)Nc4ccc(OC)cc4)CC3)c(C)o2)cc1 | 1% |
| Cc1ccc(N2C(=O)CSC23C(=O)N(CC(=O)Nc2ccccc2F)c2ccccc23)cc1C (stereo not drawn) | -7% |
| CCN(CC)C(=S)SCc1csc(C)n1 | -12% |
| COc1ccc(NC(=O)c2ccccc2-c2ccccc2C(=O)O)cc1 | 6% |
| Cc1ccc(C23CC4CC(CC(C4)C2)C3)cc1N | -16% |
| CCOC(=O)c1nc(C)nc(Sc2n[nH]c(-c3ccc(C(C)(C)C)cc3)n2)c1C | -4% |
| CCNc1nc(NC(C)CC)nc(Oc2ccc(C(=O)OC)cc2)n1 (stereo not drawn) | 8% |
| O=C(NCCSC1CCCC1)c1ccsc1 | -11% |
| Cc1cc(OCC(=O)Nc2ccc(CCO)cc2)c2c(C)c(C)c(=O)oc2c1 | -1% |
| Cc1c(C#N)c(NC(=O)CSc2nnc(C3CC3)n2-c2ccccc2)n(Cc2ccco2)c1C | -7% |
| COc1cc(-c2cn(C)c(=O)n3cc(COc4ccnn4C)nc23)ccn1 | 35µM* |
| CCCN(Cc1cc(=O)[nH]c2ccccc12)C(=O)C(C)C | -18% |

All compounds of this part, from the start:
| compound | KDM5B inh |
| --- | --- |
| CN(C1CCCCC1)S(=O)(=O)c1ccc2c(c1)c(=O)c(C(=O)N1CCN(c3ccccc3)CC1)cn2C | -7%[11.5 µM] |
| Cc1c(C(=O)O)c2cc(O)ccc2n1-c1ccccc1 | -6% |
| COc1ccccc1NC(=O)N1CCCC2(CCC(=O)N(CC3CC3)C2)C1 (stereo not drawn) | -23% |
| COc1cccc(C2=CC(c3ccc(OC)c(OC)c3OC)n3ncnc3N2)c1 (stereo not drawn) | ? |
| Cc1ccccc1CSc1cn(CC(=O)N2CCCCC2)c2ccccc12 | -27% |
| CC(C)CCC(=O)N1CCC2(CC1)CC(O)CCO2 (stereo not drawn) | -7% |
| COc1cc2oc(=O)c(CC(=O)NCCc3ccccc3OC)c(C)c2cc1Cl | 2% |
| CNC(=O)c1cc(-c2ccc(CO)cc2)cc2c1OCCN2Cc1cccnc1 | 28µM* |
| Cc1cccc2cc(CN(Cc3cccnc3)C(=O)C(C)C)c(=O)[nH]c12 | ? |
| COCc1cn(C[C@H]2C[C@@H](NS(C)(=O)=O)[C@H](O)[C@@H]2O)nn1 | 18%[86.2 µM] |
| CNC(=O)c1ccc(-c2nc(CN3CCN(C(=O)Nc4ccc(OC)cc4)CC3)c(C)o2)cc1 | 1% |
| Cc1ccc(N2C(=O)CSC23C(=O)N(CC(=O)Nc2ccccc2F)c2ccccc23)cc1C (stereo not drawn) | -7% |
| CCN(CC)C(=S)SCc1csc(C)n1 | -12% |
| COc1ccc(NC(=O)c2ccccc2-c2ccccc2C(=O)O)cc1 | 6% |
| Cc1ccc(C23CC4CC(CC(C4)C2)C3)cc1N | -16% |
| CCOC(=O)c1nc(C)nc(Sc2n[nH]c(-c3ccc(C(C)(C)C)cc3)n2)c1C | -4% |
| CCNc1nc(NC(C)CC)nc(Oc2ccc(C(=O)OC)cc2)n1 (stereo not drawn) | 8% |
| O=C(NCCSC1CCCC1)c1ccsc1 | -11% |
| Cc1cc(OCC(=O)Nc2ccc(CCO)cc2)c2c(C)c(C)c(=O)oc2c1 | -1% |
| Cc1c(C#N)c(NC(=O)CSc2nnc(C3CC3)n2-c2ccccc2)n(Cc2ccco2)c1C | -7% |
| COc1cc(-c2cn(C)c(=O)n3cc(COc4ccnn4C)nc23)ccn1 | 35µM* |
| CCCN(Cc1cc(=O)[nH]c2ccccc12)C(=O)C(C)C | -18% |
| COc1ccc(OC)c(S(=O)(=O)N[C@H]2CO[C@H]3[C@@H]2OC[C@H]3OC(=O)Nc2ccc(Oc3ccccc3)cc2)c1 | -13% |
| CC(C)C[C@@H]1N[C@H](C(=O)NCc2ccco2)Cc2c[nH]c3cccc1c23 | -20%[86.2 µM] |
| COc1ccc(Cl)cc1NC(=O)N1CCC2(CC1)N=C(c1ccc(C)c(C)c1)C(=O)N2 | 6% |
| C=CCN1CCN(c2nc(C)nc3c2CCN(C(=O)N(C)C)CC3)CC1 | 8% |
| COCCNc1ncccc1-c1noc([C@@H]2CCCN2C2CCN(C(C)=O)CC2)n1 | 35µM* |
| CCc1cccc(N(C(=O)c2csnn2)C(C(=O)NC2CCCCC2)c2ccncc2)c1 (stereo not drawn) | -4% |
| CCCNC(=O)NC(=O)CSc1nc2ccccc2c(=O)n1C(C)CC (stereo not drawn) | 9% |
| CSc1ccccc1C(=O)Nc1c(C)cc(C)cc1C | 2% |
| CC(C)(C)c1ccc(/C=C2/SC(N3CCCC3)=NC2=O)cc1 | ? |
| CCCCc1ccc(C#Cc2ccc(OCC)cc2)cc1 | -6% |
| Cc1csc(NC(=O)CNC(=O)c2ccoc2)n1 | 16% |
| CN(Cc1nc(C2CC2)no1)C(=O)c1cc(Cn2ccc3ccccc32)[nH]n1 | 17% |
| C=CCNc1oc(COc2ccc(C)cc2)nc1C#N | -3% |
| Cc1ccc2cc(C(=O)NCc3ccc(N4CCC(C)CC4)nc3)c(C)nc2c1 | -8% |
| COc1cc(=O)n2c(c1C(=O)Nc1ccc(Cl)cc1)CCCC2 | -16% |
| O=C(C1CC1)N(Cc1ccc2c(c1)CN(S(=O)(=O)c1ccccc1F)CCO2)c1ccccc1 | 0% |
| Cc1ccc(-c2cc(C(=O)NCc3ccccn3)c3ccccc3n2)cc1 | ? |
| Cc1cnc(NC(=O)C2CC(=O)N(c3cccc(Cl)c3)C2)s1 (stereo not drawn) | 15% |
| O=C(NCc1cc(F)ccc1F)C1CCN(C(=O)c2ncn3c2COC(c2ccccc2)C3)CC1 (stereo not drawn) | -8% |
| O=C(Cn1ncc2ccccc2c1=O)NCCc1nc(-c2ccccn2)no1 | 26% |
| COc1ccccc1Nc1sc(C(=O)c2ccc(C)cc2C)c(N)c1S(=O)(=O)c1ccccc1 | ? |
| NC(=O)c1nc(Nc2ccccc2)sc1NC(=O)CC1CCCC1 | 11% |
| CC(CSc1nc2ccccc2o1)Cn1c(N2CCOCC2)nc2c1c(=O)[nH]c(=O)n2C (stereo not drawn) | -18% |
| CCc1ccccc1NC(=O)c1ccc2c(c1)c(C)c(C)n2Cc1ccccc1 | ? |
| COCC1CN(C(=O)COc2ccc(Cl)cc2C)CC12CCNCC2 (stereo not drawn) | -34% |
| CCCCn1cc(S(=O)(=O)c2cc(C)ccc2C)c(=O)c2cc(F)c(N3CCC(C)CC3)cc21 | -17% |
| O=C(O)C1CNCCN(CCOCc2ccccc2)C1 (stereo not drawn) | 50%[activator] |
| Cc1ccc(C(=O)C(C)OC(=O)c2cc3ccccc3[nH]2)cc1 (stereo not drawn) | -18% |
| COc1cc(Cl)c(C)cc1NC(=O)c1cc2c(=O)oc3ccccc3c2s1 | -6% |
| CC(C)N1CC2CCC(C1)N2Cc1ccc(Cl)cc1 | 20%[149 µM] |
| COc1ccc(Cn2c(C3CCN(C(=O)c4ccc5c(c4)OCO5)CC3)n[nH]c2=O)cc1 | 24% |
| CC1=C(C(=O)Nc2ccccc2C)C(c2ccco2)C(C#N)=C(SCC(=O)c2ccc(F)cc2)N1 (stereo not drawn) | -8% |
| Cc1ccccc1OCC(=O)N1CCC(NC(=O)c2ccccc2)CC1 | -3% |
| CCc1ccc(-c2cc(C)no2)cc1S(=O)(=O)Nc1cc(F)ccc1F | -9% |
| c1ccc(-c2ccc(CNCC3CCCO3)o2)cc1 (stereo not drawn) | 19% |
| CN(C(=O)Cc1c[nH]c2ccccc12)c1nc2ccccc2s1 | -18% |
| O=C(NCCO)c1nc(-c2ccc3[nH]ccc3c2)no1 | 9% |
| Cc1cc(C(c2ccccc2F)N2CCCCC2)c(NC(=O)c2ccco2)s1 (stereo not drawn) | 9% |

Other results follow:
| compound | KDM5B inh |
| --- | --- |
| Cc1cccc(Oc2c(C(F)(F)F)oc3cc(OCC(=O)OCCC(C)C)ccc3c2=O)c1 | 19% |
| CC(C)(C)C(=O)NCc1ccc(-c2nc3ccccc3s2)cc1 | -29% |
| COc1ccc(CNC[C@H]2O[C@H](Cc3cc(CN4CCOCC4)on3)CC[C@@H]2O)cc1 | 203%[activator][86.2 µM] |
| COc1ccc(-c2cn(C)c(=O)n3cc(COc4ccc(C(=O)O)cc4)nc23)c(C)c1 | -20%[86.2 µM] |
| CCC(=O)N1CCc2cc(CNC(=O)c3ccc(F)cc3)ccc21 | ? |
| CSc1ccc(NC(=O)Nc2cccc(-c3ccc(N4CCOCC4)nn3)c2)cc1 | -16% |
| CCOc1ccc(C(=O)N2CCC(NS(=O)(=O)c3cccs3)CC2)cc1 | -23% |
| N#Cc1ccc(OCc2cc(Cl)c3c(c2)OCCO3)cc1 | 12% |
| COC[C@@H]1CN(C(=O)c2ccc(OC)nc2)C[C@H]1c1nc(C2CC2)no1 | -3% |
| N#Cc1c(-n2ncnc2-c2cccc(Cl)c2)sc2c1CCCCC2 | -20% |
| CCNC(=O)COC(=O)c1c(C)c(CC)nc2ccccc12 | -7% |
| O=C(NCc1nc(-c2ccc(F)cc2)no1)C1CC(=O)N(Cc2ccccn2)C1 (stereo not drawn) | 5% |
| O=C(CCc1c[nH]c2ccccc12)Nc1nnc(C2CC2)s1 | -9% |
| CCOC(=O)C1(Cc2cccc(OC)c2)CCNCC1 | -5% |
| Cc1cc(C)cc(C(=O)Nc2cccc(NC(=O)c3ccco3)c2)c1 | 20% |
| CC(=O)N1CCc2ccc(NC(=O)c3c(-c4c(Cl)cccc4Cl)noc3C)cc21 | -11% |
| CCc1ccc(Nc2nc3ccccc3nc2NS(=O)(=O)c2ccc(F)cc2)cc1 | 7% |
| O=C1CCN(C(=O)C2CCCCC2)CCCC(c2nc(-c3ccccc3)no2)CCN1 (stereo not drawn) | 17% |
| CCS(=O)(=O)c1cc([N+](=O)[O-])c(Sc2ccccc2NC(C)=O)s1 | 12% |
| O=C(CN1CCOC1=O)N1CCC(Cc2nncn2-c2ccccc2)CC1 | 14% |
| O=C(NCc1ccc(Cl)cc1)[C@@H]1Cc2nc[nH]c2CN1C(=O)NC1CCCCC1 | -13%[86.2 µM] |
| CCC1(C2CCN(C(=O)CCc3ccccc3)CC2)NC(=O)N(CCc2scnc2C)C1=O (stereo not drawn) | 37% |
| COc1cc(O)c2c(c1)/C=C/CCC/C(=N\O)CCC[C@H](C)OC2=O | ? |
| O=C(N[C@@H]1CNC[C@H]1O)C1CCN(c2nc(-c3ccccc3)nc3c2CCC3)CC1 | ? |

Among those listed so far, three have a tert-butyl group:
| compound | KDM5B inh |
| --- | --- |
| CCOC(=O)c1nc(C)nc(Sc2n[nH]c(-c3ccc(C(C)(C)C)cc3)n2)c1C | -4% |
| CC(C)(C)c1ccc(/C=C2/SC(N3CCCC3)=NC2=O)cc1 | ? |
| CC(C)(C)C(=O)NCc1ccc(-c2nc3ccccc3s2)cc1 | -29% |

The listing continues.
| compound | KDM5B inh |
| --- | --- |
| CC(C)NC(=O)C1CC(=O)N(c2ccc(Br)cc2)C1 (stereo not drawn) | -7% |
| CC(C)c1ccc(CC(=O)N2CCCc3ncc(C(=O)NCc4ccncc4)cc32)cc1 | -8%[86.2 µM] |
| COc1ccc(CN2CCC3(CC2)C(=NC2CCCCC2)NC(=O)N3c2cccnc2)cc1 | 26%[115 µM] |
| CCCn1c(C)cc(C(=O)COC(=O)c2c(C)nn(Cc3ccc(C)cc3)c2Cl)c1C | 8% |
| COc1ccc(SC(C)C(=O)NC(C)(C)C)cc1 (stereo not drawn) | -17% |
| COc1cccc(NC(=O)C2(C#N)CCCC2)c1 | 13% |
| CC(C)C(=O)N1CCC(CCOc2ccc(F)cc2)C1 (stereo not drawn) | -8% |
| CCCCN(CC)C(=O)CSc1nc2c(sc3ccccc32)c(=O)n1CCc1ccccc1 | ? |
| CN(C)Cc1ccc(CNC(=O)CNC(=O)Nc2ccccc2)cc1 | 5% |
| NC(=O)CO[C@@H]1CO[C@H]2[C@@H]1OC[C@@H]2NC(=O)c1ccc(C(F)(F)F)cc1 | -4%[86.2 µM] |
| Cc1cc(C)c2nc(-c3ccccc3)c(C)c(C(=O)O)c2c1 | -21% |
| Cc1ccccc1CNC(=O)C1CCC(=O)N(CCCc2ccccc2)C1 (stereo not drawn) | 4% |

Some of the compounds tested; the hit share may differ from the screen's.
